Screening results: PubChem, The Scripps Research Institute Molecular Screening Center
GSTO1 inh: inhibitors of recombinant GSTO1, primary screen, counter-screen for RBBP9 inhibitor project, biochemical, fluorescence polarization | Glutathione S-transferase omega-1 (Homo sapiens), P78417 | activity-based probe fluorescence polarization | inhibition, % at 5.96 µM | actives 1.1% (n = 300,000) | AID 1974, 2009;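 active means inhibition above the campaign mean inhibition plus 3 SD, cut at about 35% in these data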;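 further: 0% = GSTO1-1 with DMSO and 100% = wells lacking GSTO1-1 enzyme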
Target sequence (P78417 whole entry, looked up): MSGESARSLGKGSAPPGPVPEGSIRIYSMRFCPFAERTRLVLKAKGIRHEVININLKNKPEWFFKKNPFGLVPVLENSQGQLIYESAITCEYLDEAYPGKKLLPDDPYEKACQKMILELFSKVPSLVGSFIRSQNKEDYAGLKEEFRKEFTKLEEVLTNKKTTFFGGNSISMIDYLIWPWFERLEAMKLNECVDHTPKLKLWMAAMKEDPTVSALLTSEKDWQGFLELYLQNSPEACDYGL
PAFAH2 FP inh: PAFAH2 enzyme inhibitors, primary screen, biochemical, fluorescence polarization, human. Platelet-activating factor acetylhydrolase 2, cytoplasmic (Homo sapiens), Q99487. recombinant PAFAH2, FP-rhodamine activity probe. inhibition, % at 3.39 µM. actives 0.99% (n = 340,000). AID 492956, 2010;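 active means inhibition above the mean over all tested compounds plus 3 SD, cut at about 30% in these data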;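 further: inhibitors block probe labeling of enzyme so polarization drops; 0% = enzyme with DMSO and 100% = wells lacking PAFAH2 protein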
LYPLA2 inh: LYPLA2 inhibitors, primary screen, counter-screen for PME1 inhibitor project, biochemical, fluorescence polarization, FP-Rh probe ABPP | recombinant LYPLA2 | actives 0.38% (n = 320,000) | Acyl-protein thioesterase 2 (Homo sapiens), O95372 | inhibition, % at 5.9 µM;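 active means inhibition above the screen-wide mean plus 3 SD, limit set per campaign, cut at about 26% in these data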;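 further: 0% = LYPLA2 with DMSO and 100% = wells lacking LYPLA2 enzyme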
PAD4 inh: human PAD4 inhibitors, primary screen, biochemical, fluorescence polarization, 1536-well format. recombinant PAD4, RCA probe fluorescence polarization. actives 0.41% (n = 330,000). inhibition, % at 6.36 µM;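 active means percent inhibition above a cutoff equal to the mean of all tested compounds plus 3 SD, cut at about 15% in these data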;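 further: 0% = PAD4 with RCA probe and DMSO and 100% = probe without PAD4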
Target sequence (Q9UM07 whole entry, looked up): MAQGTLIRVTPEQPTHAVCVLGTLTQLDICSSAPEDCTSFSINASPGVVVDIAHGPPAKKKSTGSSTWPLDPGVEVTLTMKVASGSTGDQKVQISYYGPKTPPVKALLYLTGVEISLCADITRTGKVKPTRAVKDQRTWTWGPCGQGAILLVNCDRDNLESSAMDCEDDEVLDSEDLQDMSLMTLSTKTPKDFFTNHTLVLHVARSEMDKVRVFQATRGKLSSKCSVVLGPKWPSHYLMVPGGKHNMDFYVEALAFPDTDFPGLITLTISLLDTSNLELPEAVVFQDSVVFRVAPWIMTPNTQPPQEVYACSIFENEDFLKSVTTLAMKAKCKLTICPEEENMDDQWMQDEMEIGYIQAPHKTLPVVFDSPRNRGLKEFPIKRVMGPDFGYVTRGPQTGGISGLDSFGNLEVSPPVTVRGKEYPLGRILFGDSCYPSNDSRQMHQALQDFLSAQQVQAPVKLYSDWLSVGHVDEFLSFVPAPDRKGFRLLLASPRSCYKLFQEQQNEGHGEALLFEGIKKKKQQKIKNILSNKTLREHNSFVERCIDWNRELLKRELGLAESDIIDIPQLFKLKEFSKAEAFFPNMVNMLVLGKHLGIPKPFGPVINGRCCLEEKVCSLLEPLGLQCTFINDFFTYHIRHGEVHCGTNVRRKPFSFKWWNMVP
LYPLA1 inh: LYPLA1 inhibitors, primary screen, counter-screen for PME1 inhibitor project, biochemical, fluorescence polarization, FP-Rh probe ABPP | Acyl-protein thioesterase 1 (Homo sapiens), O75608 | recombinant LYPLA1 | inhibition, % at 5.9 µM | actives 0.16% (n = 320,000) | AID 2174, 2009;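 active means inhibition above the mean of all tested compounds plus 3 SD, set per campaign, cut at about 14% in these data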;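 further: inhibitors block serine hydrolase probe labeling of LYPLA1 so polarization falls; 0% = enzyme with DMSO and 100% = wells lacking LYPLA1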
PREPL inhibitor: PREPL enzyme inhibitors, primary screen, biochemical, fluorescence polarization | recombinant PREPL, fluorescence polarization activity-based probe | actives 0.68% (n = 320,000) | Prolyl endopeptidase-like (Homo sapiens), Q4J6C6 | AID 2751, 2010 | inhibition, % at 5.96 µM; in the data active means inhibition above about 43%;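 further: 0% = enzyme with DMSO and 100% = wells lacking enzyme; many of its hits are not listed in these tables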
EBNA-1 inh: EBNA-1 DNA-binding inhibitors, primary screen, biochemical, fluorescence polarization; inhibition, % at 14.8 µM; actives 0.34% (n = 300,000); in the data active means inhibition above about 28%
PAFAH1B3 inh: PAFAH1B3 enzyme inhibitors, primary screen, biochemical, fluorescence polarization, human | Platelet-activating factor acetylhydrolase IB subunit alpha1 (Homo sapiens), Q15102 | recombinant PAFAH1B3, FP-rhodamine probe | inhibition, % at 3.39 µM | actives 0.28% (n = 340,000) | AID 492972, 2010;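 active means inhibition above the screen-wide average of all tested compounds plus 3 SD, cut at about 25% in these data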;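 further: 0% = enzyme with DMSO only and 100% = wells lacking PAFAH1B3 protein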
ZTA DNA inh: blocks Epstein-Barr virus ZTA, an EBNA-1 counter-screen; ZTA-DNA binding, fluorescence polarization; actives 0.15% (n = 320,000); inhibition, % at 11 µM; in the data active means inhibition above about 33%
* hit, by the source's call; . = not tested or not shown. An excerpt. The share of hits here may be higher or lower than overall.

#1 Cc1cc(/C=C2/NC(=O)N(Cc3ccccc3F)C2=O)c(C)n1-c1ccccn1
#2 CCOc1ccccc1NC(=O)c1nnn(CC(=O)Nc2ccc3c(c2)OCO3)c1N
#3 O=C(c1cccc2c1-c1ccccc1C2)N1CCCCC1
#4 CCn1c(SCC(=O)c2c[nH]c3ccccc23)nc2cc(S(=O)(=O)N3CCOCC3)ccc21
#5 CCN(CC(=O)NCc1cccs1)C(=O)/C=C/c1cc(OC)ccc1OC
#6 COC(=O)Cn1cnc2c(nnn2-c2ccc(C)cc2)c1=O
#7 Cc1ccccc1-c1nnc(SCC(=O)N2CCCC2)o1
#8 Clc1ncc(Cn2cccn2)s1
entry no.	1	2	3	4	5	6	7	8
GSTO1 inh	8	-2	-20	-3	.	6	7	0
PAFAH2 FP inh	3	3	0	-14	1	-9	10	-1
LYPLA2 inh	3	3	0	-4	-1	7	-2	-4
PAD4 inh	2	-5	-1	-4	2	1	4	-2
LYPLA1 inh	-1	-4	0	-5	-2	-2	-10	-3
PREPL inhibitor	-1	12	-5	22	3	6	14	3
EBNA-1 inh	1	-16	-1	-5	.	11	-3	-3
PAFAH1B3 inh	-3	-2	-4	-5	0	-1	6	10
ZTA DNA inh	1	-12	-8	-5	9	2	-15	12

#9 CC(=O)Nc1cc(C(=O)N2CCc3ccccc3C2)ccc1Sc1ccc(Cl)cc1
#10 CCCCCn1c(SCC(=O)OCC)nc2cc(C(=O)NCc3ccco3)ccc2c1=O
#11 CSc1ccc(CN2CCCC(CO)(Cc3ccccc3)C2)cc1 (stereo unspecified)
#12 N#C/C(=C\c1c(N2CCOCC2)nc2ccccn2c1=O)C(=O)NC1CCS(=O)(=O)C1 (stereo unspecified)
#13 O=C(N/C(=C\c1ccc(F)cc1)C(=O)N1CCOCC1)c1ccccc1
#14 Cc1ccc(-c2nnc(N3CCOCC3)c3ccccc23)cc1S(=O)(=O)NCC1CCCO1 (stereo unspecified)
#15 CC12CCC(C(=O)N(NC(=O)c3ccccc3O)C1=O)C2(C)C (stereo unspecified)
#16 CCCNC(=O)C(Cc1ccccc1C)NC(=O)c1ccc(C#N)cc1 (stereo unspecified)
entry no.	9	10	11	12	13	14	15	16
GSTO1 inh	1	4	1	2	1	5	4	.
PAFAH2 FP inh	1	-11	0	.	0	-1	-4	2
LYPLA2 inh	-1	34*	4	5	-2	11	2	0
PAD4 inh	0	-2	0	3	-1	1	5	9
LYPLA1 inh	-3	-8	2	-2	-1	-1	2	-1
PREPL inhibitor	3	0	23	12	10	24	6	8
EBNA-1 inh	5	20	6	1	-13	8	-4	.
PAFAH1B3 inh	4	0	0	.	12	1	12	11
ZTA DNA inh	-3	-2	-3	5	-7	0	9	12

#17 COc1cc2c3nc4n(c(=O)c3n(CC(=O)NCC3CCCO3)c2cc1OC)CCS4 (stereo unspecified)
#18 C=CCOc1c(Cl)cc(CNc2ccc(C)c(Cl)c2)cc1OC
#19 O=C(CN1CC(c2ccccc2)CC1=O)Nc1ccc2c(c1)OCO2 (stereo unspecified)
#20 Cc1ccc(C(C)C)c(OC(=O)/C=C/c2ccccc2)c1
#21 COc1cc(C(C(=O)NC(C)(C)C)N(Cc2ccc3c(c2)OCO3)C(=O)c2cnccn2)cc(OC)c1OC (stereo unspecified)
#22 C/C(=N\Nc1nc(C)cc(C)n1)c1ccc(C)o1
#23 Nc1ncc(-c2ccccc2)c(-c2ccc(O)cc2O)n1
#24 O=C(COC(=O)Cc1ccccc1F)Nc1ccc2c(c1)OCO2
entry no.	17	18	19	20	21	22	23	24
GSTO1 inh	-3	-2	2	-1	4	-2	-2	-1
PAFAH2 FP inh	10	.	32*	3	2	.	10	11
LYPLA2 inh	-3	-3	4	2	4	-1	0	-1
PAD4 inh	0	3	-1	0	-5	3	-5	-2
LYPLA1 inh	5	-6	3	-2	-1	-2	-1	-1
PREPL inhibitor	-4	28	4	-1	-8	3	5	4
EBNA-1 inh	-5	-2	15	-6	-2	-3	-27	10
PAFAH1B3 inh	5	.	-6	3	12	.	-8	6
ZTA DNA inh	-12	7	1	1	-2	-7	-21	7

#25 O=C(Nc1ccc(Cl)cc1)N1CCSC1=NCc1ccccc1
#26 CC1=C(C(=O)OCC2CCCO2)C(c2coc3ccc(C)cc3c2=O)C2=C(CCCC2=O)N1 (stereo unspecified)
#27 CC1(C)Cc2c(c(N3CCOCC3)nc3sc(-c4ccc(C(=O)O)o4)c(N)c23)CO1
#28 CC(C)(C)OC(=O)N1CCC(C(=O)N[C@@H](Cc2c[nH]c3ccccc23)C(=O)O)CC1
#29 COc1c2ccc(OCC/C(C)=C/C(=O)C=C(C)C)cc2nc2occc12
#30 COc1cccc(NC(=O)CSc2nnc(-c3cccs3)n2C)c1
#31 CCOC(=O)c1c(S(=O)(=O)N2CCCC(C(=O)Nc3cccc(C)n3)C2)c(C)n(C)c1C (stereo unspecified)
#32 Cc1cccc(CNC(=O)c2ccccc2NC(=O)C2=CSCCO2)c1
entry no.	25	26	27	28	29	30	31	32
GSTO1 inh	8	4	-12	13	.	0	-5	7
PAFAH2 FP inh	-4	6	-2	3	-6	-2	-8	1
LYPLA2 inh	5	5	2	7	.	0	-4	5
PAD4 inh	-2	-5	0	3	2	-4	1	-1
LYPLA1 inh	3	1	-3	0	.	0	-2	-3
PREPL inhibitor	-5	8	6	-1	17	5	-6	9
EBNA-1 inh	-2	-19	16	-6	.	-6	-5	0
PAFAH1B3 inh	2	12	5	5	3	6	2	8
ZTA DNA inh	-2	-4	3	-17	.	-1	-3	1

#33 O=C(Cn1cnc2c(nnn2Cc2ccc(F)cc2)c1=O)Nc1ccccc1
#34 C=CCNC(=S)NNC(=O)c1cc(C)nc2ccccc12
#35 Cc1ccc(-c2nc3ccccc3s2)cc1NC(=O)c1ccc2c(c1)OCO2
#36 COc1ccc(C)cc1NC(=O)c1ccc2c(c1)C(=O)N(Cc1ccncc1)C2=O
#37 CCNC(=O)c1ccccc1-c1nc(-c2ccccc2)no1
#38 Cc1oc(-c2ccccc2F)nc1CS(=O)CC(=O)NCc1ccccc1 (stereo unspecified)
#39 CCn1nc(C)cc1C(=O)Sc1cccc(Cl)c1
#40 Cc1cc2c(cc1S(=O)(=O)NCc1ccc(N(C)C)cc1)OCC(=O)N2
entry no.	33	34	35	36	37	38	39	40
GSTO1 inh	0	2	7	.	12	0	4	6
PAFAH2 FP inh	-3	4	0	5	4	3	8	-1
LYPLA2 inh	-2	1	-4	12	2	-1	8	7
PAD4 inh	-4	-1	4	-2	4	-7	1	4
LYPLA1 inh	-1	1	-4	2	4	-4	2	2
PREPL inhibitor	-6	-6	9	16	7	-7	1	-9
EBNA-1 inh	-3	6	-16	.	-2	6	-2	1
PAFAH1B3 inh	-6	8	6	6	5	5	4	-1
ZTA DNA inh	-3	3	6	-6	-14	6	1	-2

An excerpt of these results, as labelled records.
33. O=C(Cn1cnc2c(nnn2Cc2ccc(F)cc2)c1=O)Nc1ccccc1
  GSTO1 inh: 0
  PAFAH2 FP inh: -3
  LYPLA2 inh: -2
  PAD4 inh: -4
  LYPLA1 inh: -1
  PREPL inhibitor: -6
  EBNA-1 inh: -3
  PAFAH1B3 inh: -6
  ZTA DNA inh: -3
34. C=CCNC(=S)NNC(=O)c1cc(C)nc2ccccc12
  GSTO1 inh: 2
  PAFAH2 FP inh: 4
  LYPLA2 inh: 1
  PAD4 inh: -1
  LYPLA1 inh: 1
  PREPL inhibitor: -6
  EBNA-1 inh: 6
  PAFAH1B3 inh: 8
  ZTA DNA inh: 3
35. Cc1ccc(-c2nc3ccccc3s2)cc1NC(=O)c1ccc2c(c1)OCO2
  GSTO1 inh: 7
  PAFAH2 FP inh: 0
  LYPLA2 inh: -4
  PAD4 inh: 4
  LYPLA1 inh: -4
  PREPL inhibitor: 9
  EBNA-1 inh: -16
  PAFAH1B3 inh: 6
  ZTA DNA inh: 6
36. COc1ccc(C)cc1NC(=O)c1ccc2c(c1)C(=O)N(Cc1ccncc1)C2=O
  GSTO1 inh: .
  PAFAH2 FP inh: 5
  LYPLA2 inh: 12
  PAD4 inh: -2
  LYPLA1 inh: 2
  PREPL inhibitor: 16
  EBNA-1 inh: .
  PAFAH1B3 inh: 6
  ZTA DNA inh: -6

Additional entries.
#41 Clc1ccc(CNCCCSc2ncccn2)cc1Cl
#42 COc1ccc2cc(C(c3nnnn3Cc3ccccc3)N3CCCCCC3)c(=O)[nH]c2c1 (stereo unspecified)
#43 S=C1c2ccccc2CN1c1ccccc1
#44 Cc1ccc(NC(=O)CCSc2nnc(-c3ccco3)o2)cc1
#45 C/C(=N/OCO/N=C(/C)c1ccc(F)cc1)c1ccc(F)cc1
#46 COc1ccc(NC(=O)C2C3CCC(O3)C2C(=O)O)c(C)c1 (stereo unspecified)
#47 C#CCOCCOCCOCCNc1nc(N2CCN(C(=O)[C@H](CCCCN)n3cc(CN)nn3)CC2)nc(N2CCN(C(=O)[C@H](CCC(=O)O)n3cc([C@@H](N)CCSC)nn3)CC2)n1
#48 Cc1nnc(SCC(=O)N2CCN(c3ccccc3)CC2)n1-c1ccccc1
#49 c1ccc(-c2cnnc3ccccc23)cc1
#50 CC(C)n1nc(Cc2cccc3ccccc23)c(C#N)c1N
#51 CSc1nc(N(C)NC(=O)c2ccccc2)c2ccccc2n1
entry no.	41	42	43	44	45	46	47	48	49	50	51
GSTO1 inh	7	4	5	-2	-1	-5	.	8	-4	13	3
PAFAH2 FP inh	7	0	4	-12	0	1	2	1	5	-10	-4
LYPLA2 inh	0	-2	4	4	2	0	.	-7	3	0	0
PAD4 inh	0	-2	-2	-7	3	0	-7	-5	1	-6	-4
LYPLA1 inh	-1	-1	-2	4	5	1	.	-1	3	-5	5
PREPL inhibitor	-9	18	-4	-20	1	1	0	2	12	-6	-13
EBNA-1 inh	3	-5	3	-3	-3	-2	.	-4	6	-7	0
PAFAH1B3 inh	12	-6	-2	13	7	1	3	5	0	7	3
ZTA DNA inh	-16	-13	6	-3	0	1	.	-3	-28	9	0

Limited to PAFAH1B3 inh, PAD4 inh and LYPLA2 inh (3 entries from above):
| # | SMILES | PAFAH1B3 inh | PAD4 inh | LYPLA2 inh |
| --- | --- | --- | --- | --- |
| 26 | CC1=C(C(=O)OCC2CCCO2)C(c2coc3ccc(C)cc3c2=O)C2=C(CCCC2=O)N1 (stereo unspecified) | 12 | -5 | 5 |
| 27 | CC1(C)Cc2c(c(N3CCOCC3)nc3sc(-c4ccc(C(=O)O)o4)c(N)c23)CO1 | 5 | 0 | 2 |
| 28 | CC(C)(C)OC(=O)N1CCC(C(=O)N[C@@H](Cc2c[nH]c3ccccc23)C(=O)O)CC1 | 5 | 3 | 7 |
